M1 PAM: human CHRM1 positive allosteric modulation; P11229; CHO-K1 hM1, Fluo-8 calcium fluorescence, ACh EC20; 0% = ACh EC20, 100% = maximal ACh; activation, % at 3 µM; actives 0.088% (n = 360,000); AID 588819; in the data active means activation above about 19%, passing the limit was not always enough
Target sequence (P11229 whole entry, looked up): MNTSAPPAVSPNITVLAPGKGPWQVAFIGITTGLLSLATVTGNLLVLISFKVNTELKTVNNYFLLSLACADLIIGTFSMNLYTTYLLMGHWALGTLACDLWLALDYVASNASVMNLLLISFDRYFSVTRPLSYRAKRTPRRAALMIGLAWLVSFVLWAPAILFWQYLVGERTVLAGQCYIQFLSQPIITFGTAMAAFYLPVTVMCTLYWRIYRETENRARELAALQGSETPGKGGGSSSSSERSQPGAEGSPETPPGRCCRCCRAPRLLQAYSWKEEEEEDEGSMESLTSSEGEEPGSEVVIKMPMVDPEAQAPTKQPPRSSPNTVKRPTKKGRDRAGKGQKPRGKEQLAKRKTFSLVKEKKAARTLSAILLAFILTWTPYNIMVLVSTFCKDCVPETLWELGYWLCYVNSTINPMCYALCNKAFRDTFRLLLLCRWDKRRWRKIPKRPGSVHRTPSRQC
CHRM5 PAM: positive allosteric modulators of human muscarinic M5 receptor. P08912. CHO-K1 hM5, Fluo-8 calcium, ACh EC20 PAM; 0% = ACh EC20, 100% = ACh EC100. activation, % at 3 µM. actives 0.3% (n = 360,000). AID 624038;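 active means activation above the run cutoff, the mean activation of all test compounds plus 3 SD, cut at about 18% in these data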
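Test system: CHO-K1 hM5 cells / Doses: single-point, 3 µM nominal / Times: Post-acetylcholine fluorescence recording 140 s / Technique: Fluo-8 calcium fluorescence / Measure: Max/basal fluorescence ratio as % of EC20–EC100 ACh window / Benchmarks: low control EC20 acetylcholine (0%), high control EC100 acetylcholine (100%) / Replicates: one well per compound, no replicates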
CRFBP-R2 agonist: agonists of human CRF-binding protein/CRF-R2 receptor complex; actives 0.46% (n = 350,000); HEK293 CRF-R2/CRF-BP, calcium dye fluorescence (FLIPR); percent of saturating CRF peptide response; AID 588473; activation, % at 13.2 µM;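 active means activation of at least 50%, plus an integration ratio under a set limit after plate pattern correction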;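 further: plate controls were neutral control wells without compound for no effect and CRF at EC100 for full effect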
CHRM5 antagonist: CHRM5 antagonism in calcium assay. CHO-hM5 cells, Fluo-8 calcium fluorescence, ACh EC80. inhibition, % at 3 µM. AID 624040. actives 0.59% (n = 360,000);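 active means inhibition above a per-plate cutoff, the mean of that plate's test compounds plus 3 SD, cut at about 27% in these data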;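 further: 0% = acetylcholine EC80 with DMSO and 100% = DMSO without agonist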
M4 PAM: potentiates acetylcholine response at human M4 receptor. AID 624126. activation, % at 3 µM. actives 0.4% (n = 360,000). P08173. CHO-K1 hM4/Gqi5, Fluo-8 calcium fluorescence, ACh EC20; 0% = ACh EC20, 100% = maximal ACh;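 active means activation above its plate's cutoff, the mean activation of sample wells plus 3 SD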; further: some results filed as inactive read as strong as hits
Target sequence (P08173 whole entry, looked up): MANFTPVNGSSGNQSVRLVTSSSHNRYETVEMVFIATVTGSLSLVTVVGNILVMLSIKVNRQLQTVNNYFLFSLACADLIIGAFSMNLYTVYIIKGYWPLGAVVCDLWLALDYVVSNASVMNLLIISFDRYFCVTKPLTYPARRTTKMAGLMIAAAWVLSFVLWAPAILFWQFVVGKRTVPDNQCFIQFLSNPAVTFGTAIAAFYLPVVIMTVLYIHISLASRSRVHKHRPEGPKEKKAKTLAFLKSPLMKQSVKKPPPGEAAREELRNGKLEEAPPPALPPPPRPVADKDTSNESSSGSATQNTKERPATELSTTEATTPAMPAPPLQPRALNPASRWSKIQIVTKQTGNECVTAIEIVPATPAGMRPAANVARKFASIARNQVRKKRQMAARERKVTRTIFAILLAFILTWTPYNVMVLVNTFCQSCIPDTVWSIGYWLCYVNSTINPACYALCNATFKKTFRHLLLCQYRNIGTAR
CHRM4 agonist: CHRM4 agonism in calcium assay; CHO-K1 hM4/Gqi5, Fluo-8 calcium fluorescence; vehicle 0%, full acetylcholine response 100%; activation, % at 3 µM; actives 0.14% (n = 360,000);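 active means activation above the run mean over all test wells plus 3 SD, cut at about 32% in these data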;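 further: peak over basal fluorescence ratio per well then scaled between controls; 0% = DMSO wells and 100% = acetylcholine at EC100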
CHRM4 antagonist: antagonists of human muscarinic M4 receptor (CHRM4); CHO-hM4 cells, ACh EC80, Fluo-8 calcium fluorescence; inhibition, % at 3 µM; actives 0.73% (n = 360,000);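 active means inhibition above its plate's cutoff, the mean inhibition of sample wells plus 3 SD, cut at about 27% in these data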;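 further: 0% = acetylcholine EC80 with DMSO and 100% = DMSO without agonist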
CHRM5 agonist: agonists of human muscarinic M5 receptor (CHRM5). P08912. CHO-K1 hM5 cells, Fluo-8 calcium fluorescence; 0% DMSO wells, 100% maximal acetylcholine response. activation, % at 3 µM. actives 0.19% (n = 360,000). AID 624037;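 active means activation above the run's mean over test compounds plus 3 SD, cut at about 23% in these data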;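 further: signal is peak over basal fluorescence ratio across the kinetic read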
CRFR2-BP antag: CRF-BP/CRF-R2 complex antagonism | HEK293 CRF-R2/CRF-BP, CRF-induced calcium fluorescence | inhibition, % at 11.8 µM | actives 0.59% (n = 350,000);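 active means inhibition of the ligand-induced calcium signal above about 50% at the single tested concentration, limit read from the data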
Active calls of the source: *; x = no result given.

SMILES | M1 PAM | CHRM5 PAM | CRFBP-R2 agonist | CHRM5 antagonist | M4 PAM | CHRM4 agonist | CHRM4 antagonist | CHRM5 agonist | CRFR2-BP antag
COc1ccc(S(=O)(=O)n2c([N+](=O)[O-])cnc2C)c(C)c1C | -1 | -1 | -1.3 | 12 | 3 | 0 | 5 | -3 | 12
O=C(c1ccco1)N1N=C(C2CCCCC2)CC1(O)C(F)(F)F (configuration not stated) | -13 | -13 | -0.6 | 22 | -11 | 8 | 8 | -4 | -10
COc1ccc(OCC(O)CNC(=O)/C=C/c2cccc([N+](=O)[O-])c2)cc1 (configuration not stated) | 1 | -8 | -4.3 | 12 | 4 | 8 | -3 | -2 | 15
O=C(Cn1c(=O)[nH]c2ccccc2c1=O)N1CCN(c2cccc(Cl)c2)CC1 | 13 | 4 | -0.8 | 10 | 5 | 2 | -3 | 2 | -10
COc1ccc(OC)c(NC(=O)CS(=O)(=O)c2cn(CC(=O)N3CCOCC3)c3ccccc23)c1 | 3 | 3 | 0.6 | -8 | 0 | 3 | -18 | -7 | 5
CC1(C(=O)NS(=O)(=O)c2ccccc2C(F)(F)F)CCN1C(=O)CCc1cccs1 (configuration not stated) | -1 | 0 | x | -6 | 2 | 1 | 4 | 1 | x
CCOCCn1c(N2CCN(c3ccccc3)CC2)nc2c1c(=O)[nH]c(=O)n2C | 3 | 12 | 1.0 | -4 | 7 | 1 | 5 | 0 | -1
COc1ccccc1OCC(=O)NCCSCc1ccc(Cl)cc1 | -3 | -6 | 0.3 | -1 | 2 | 3 | 2 | 0 | 16
O=C(Nc1ccc(S(=O)(=O)N2CCc3ccccc32)cc1)c1ccc2c(c1)OCO2 | -9 | -16 | -0.1 | 16 | -19 | 6 | 17 | 0 | -4
CCN(CC)S(=O)(=O)c1ccc(Cl)c(C(=O)Nc2cccnc2)c1 | 6 | -7 | 8.2 | 8 | -2 | 4 | -1 | -7 | -10
C[C@]12C=CC(=O)C=C1CC[C@@H]1C2=CC[C@]2(C)[C@@H](C(=O)CN3CCN(c4cc(N5CCCC5)nc(N5CCCC5)n4)CC3)CC[C@@H]12 | -8 | 1 | 4.5 | -6 | -4 | 2 | -12 | 0 | -15
NC(=O)Cn1nnc(-c2ccc(C(F)(F)F)cc2)n1 | 5 | 1 | 0.0 | 5 | 8 | 1 | -12 | 0 | 20
O=C(c1ccco1)N1CCN(C(=O)c2ccc(Br)o2)CC1 | 7 | -1 | 2.0 | 0 | 11 | 2 | -7 | 0 | 6
CC1Cn2c(nnc2-c2cccc(N)c2)S1 (configuration not stated) | 10 | -4 | -1.6 | 7 | -2 | -1 | -1 | 3 | -9
Cc1nonc1NC(=O)N1CCCC1 | 11 | 9 | -0.3 | -2 | 9 | 1 | -5 | 1 | -7
CCC1CCC(c2nnc(-c3ccc(Br)cc3)o2)CC1 (configuration not stated) | 10 | 4 | -0.9 | 3 | -1 | 0 | 6 | 2 | -16
Cc1c(C(=O)N(C)Cc2ccc(F)cc2)sc(=O)n1Cc1ccccc1C#N | 5 | -5 | x | -1 | -3 | 2 | -3 | 4 | x
CC(C(=O)NC1CCCCC1)N1C(=O)c2cccc3cccc1c23 (configuration not stated) | -5 | -2 | 0.5 | 2 | -9 | 2 | 2 | -6 | -4
COc1ccc(Cl)cc1NC(=O)CSc1nnc(CNC(=O)c2cccs2)o1 | 10 | 0 | 0.2 | -6 | 1 | 4 | 0 | -1 | -21
O=C(Nc1nnc(C2=COCCO2)o1)C1CCCCC1 | 3 | -1 | 2.5 | 3 | 15 | 1 | -2 | 2 | -15
O=Nc1c2ccc[nH]c-2c2ccc([N+](=O)[O-])cc12 | 9 | 2 | 0.5 | 0 | -3 | 1 | 1 | 1 | -32
COc1ccc(N2C(=S)N(C(=O)c3ccccc3)C(=Nc3ccccc3)C2=Nc2ccccc2)cc1 | 2 | -3 | -0.8 | 7 | -4 | 0 | 2 | 0 | -17
COc1cccc(-c2nnc3sc(C4CCCCC4)nn23)c1 | 4 | 2 | -0.4 | 1 | -5 | 0 | 9 | 1 | -18
CCCOC(=O)C1[C@H]2C(=O)N(CCCOC)C[C@]23C=C[C@H]1O3 (some centres not stated) | 4 | -2 | 1.6 | 4 | 15 | 0 | -7 | -1 | -12
CC(=O)Nc1sc(C)c(C)c1C(=O)Nc1ccc(C)cc1 | 5 | -2 | -1.9 | -2 | 3 | 0 | -3 | 0 | -18
COc1cccc(/C=N/n2c(SC)nnc2-c2ccccc2)c1OC | 7 | -8 | -0.2 | -5 | -1 | 0 | -10 | -2 | -5
Cc1ccccc1-n1ccnc1SCC(=O)O | 1 | -3 | 1.0 | -4 | 7 | 1 | -4 | 1 | -8
COc1ccccc1CNC(=O)COc1cc(O)c2c(c1)OC(C)(C)CC2=O | 0 | -7 | x | 3 | -1 | 8 | -10 | 2 | x
Cc1ccc(C(=O)Nc2ccc(C)c(S(=O)(=O)N(C)C)c2)s1 | -4 | -6 | -1.0 | -1 | -3 | 10 | -5 | 1 | -28
CCOc1cccc(-c2c(C(=O)N/N=C(\C)c3ccccn3)nnn2-c2nonc2N)c1 | 6 | 6 | -1.1 | -9 | 8 | 6 | -22 | 4 | -14
Nc1ccc2nc3n(c(=O)c2c1)CCC3 | 6 | -2 | 3.3 | 0 | 2 | 1 | -6 | 0 | -21
CN1CCN(S(=O)(=O)c2ccc(F)cc2)CC1 | -1 | -2 | 2.9 | -2 | -3 | 2 | -2 | 2 | -3
CCOc1ccc(OCC)c(S(=O)(=O)NCc2ccccn2)c1 | 2 | -5 | 0.0 | -3 | 5 | 1 | -4 | 2 | 16
Cc1cc(C(=O)OCC(=O)Nc2cccc(S(=O)(=O)N(C)C)c2)c2ccccc2n1 | -8 | -18 | 25 | 26 | -3 | 10 | 4 | 2 | -22
O=C(CSc1nnc(NC(=O)c2cccc(Br)c2)s1)NCC1CCCO1 (configuration not stated) | 4 | 0 | 4.1 | 14 | 7 | 0 | -5 | -3 | -12
Cc1ccccc1NC(=O)c1cccc(S(=O)(=O)N2CCCCC2)c1 | 1 | -1 | 0.7 | -6 | 1 | 3 | -19 | -1 | -2
O=S(=O)(c1ccc(Cl)c(S(=O)(=O)N2CCCC2)c1)N1CCCC1 | -2 | -1 | 0.6 | -1 | -7 | 3 | -16 | 0 | -4
CC(C)CN1CCC(C(=O)NC(c2ccc(F)cc2)c2ccc3ccccc3n2)CC1 (configuration not stated) | -13 | 1 | x | -9 | 1 | -1 | -12 | -3 | x
COc1cccc(CNC(=O)C2CC(=O)N(c3ccc4c(c3)OCCO4)C2)c1 (configuration not stated) | 12 | 2 | -1.1 | 2 | 14 | 2 | -11 | -2 | 1
COc1ccc(NC(=O)CN(C)C(=O)c2cn(-c3ccccc3)nc2-c2ccc(Cl)cc2)cc1 | 5 | -7 | 4.5 | 3 | 5 | 3 | -6 | 1 | -7
O=C(COC(=O)c1cnccn1)NCc1ccc(Cl)cc1 | 6 | 1 | -0.7 | 12 | 0 | 0 | 3 | -2 | 8
CN1CCN(c2cc3c(cc2F)c(=O)c(C(=O)O)cn3CCF)CC1 | 7 | 8 | 0.6 | -5 | 8 | 1 | -9 | 0 | -2
COc1ccc(N2CCN(C(=O)CSc3nnc(-c4cc5ccccc5cc4O)n3C)CC2)cc1 | -19 | -14 | 0.5 | 11 | -27 | 17 | 17 | 2 | 10
CCN1C(=O)[C@H]2[C@@H](c3ccc(-c4ccc(Cl)c(Cl)c4)cc3)N3CCCC[C@@]3(C(=O)OC)[C@H]2C1=O | 11 | 3 | 7.5 | 1 | 9 | 1 | -4 | 6 | -13
CCc1c(O)nc(SCC(=O)Nc2ccc(OC)cc2)n(C2CCCCC2)c1=O | 9 | 0 | 0.4 | 0 | 8 | -2 | -7 | 3 | -7

3 structures already listed, ordered by SMILES length, ascending:
SMILES | M1 PAM | CHRM5 PAM | CRFBP-R2 agonist | CHRM5 antagonist | M4 PAM | CHRM4 agonist | CHRM4 antagonist | CHRM5 agonist | CRFR2-BP antag
CC1Cn2c(nnc2-c2cccc(N)c2)S1 (configuration not stated) | 10 | -4 | -1.6 | 7 | -2 | -1 | -1 | 3 | -9
O=C(c1ccco1)N1N=C(C2CCCCC2)CC1(O)C(F)(F)F (configuration not stated) | -13 | -13 | -0.6 | 22 | -11 | 8 | 8 | -4 | -10
Cc1cc(C(=O)OCC(=O)Nc2cccc(S(=O)(=O)N(C)C)c2)c2ccccc2n1 | -8 | -18 | 25 | 26 | -3 | 10 | 4 | 2 | -22

Next section
SMILES | M1 PAM | CHRM5 PAM | CRFBP-R2 agonist | CHRM5 antagonist | M4 PAM | CHRM4 agonist | CHRM4 antagonist | CHRM5 agonist | CRFR2-BP antag
COc1cc(C(c2nnnn2C2CCCC2)N2CCN(C)CC2)cc(OC)c1OC (configuration not stated) | 3 | -2 | 0.5 | -14 | 0 | 0 | 0 | -4 | -15
COc1ccc2nc(N(Cc3ccccc3)C(=O)CCNC(C)=O)sc2c1 | 3 | 1 | 0.8 | 1 | -6 | 0 | 6 | -2 | 5
Cn1c(Cc2ccccc2)nnc1SCC(=O)Nc1ccccc1 | -10 | -11 | -0.8 | 10 | -15 | 14 | 7 | -5 | 3
CC1CCCCC1NC(=O)/C=C/c1nc2ccccc2s1 (configuration not stated) | 7 | -2 | -0.5 | 7 | 0 | 4 | -6 | -6 | -17
Cc1cc(C)nc(SCC(=O)OC(C)C(=O)Nc2ccccc2)n1 (configuration not stated) | 8 | 7 | -0.3 | -6 | -1 | 0 | -5 | -4 | -2
O=C1Nc2ccccc2-n2nnnc2C1N1CCN(C(=O)c2ccco2)CC1 (configuration not stated) | x | 1 | x | 4 | 10 | 1 | -1 | 4 | x
O=C(CCCN1C(=O)NC2(CCCC2)C1=O)Nc1ccc(F)cc1 | 8 | 0 | 0.2 | 10 | 13 | -1 | 7 | 2 | -3
CCOC(=O)[C@]12CCC=C1N(Cc1cccc3ccccc13)C(=O)[C@H](CC(=O)N1CCN(C(=O)C3CC3)CC1)C2 | x | 0 | x | -5 | -2 | 2 | 2 | 1 | x
CCOC(=O)c1ccc(NC(=O)COc2ccc(S(=O)(=O)NC(C)CC)cc2)cc1 (configuration not stated) | -3 | -13 | 0.1 | 15 | -13 | 13 | 3 | -3 | -18
Cc1ccccc1OCC(=O)NCC(C)(C)N1CCOCC1 | 5 | -5 | -0.2 | 4 | -2 | 1 | -3 | 0 | 8
Cc1c(C(=O)Nc2cccnc2)oc2ccc(Br)cc12 | 5 | 6 | -2.4 | -3 | 0 | 5 | -3 | 3 | -33
CCOc1ccc(/C=C(\C#N)C(=O)Nc2cccnc2)cc1 | 8 | 4 | 0.6 | 1 | 1 | 1 | 3 | -4 | -16
COc1ccc(CN2C(=O)C(O)(CC(=O)c3c(C)n[nH]c3C)c3ccccc32)cc1OC (configuration not stated) | 2 | -7 | -0.4 | 1 | -2 | 1 | 2 | -1 | 5
COc1nc(C)ccc1-c1noc(-c2cccnc2)n1 | 18 | 6 | -1.0 | -4 | 9 | 1 | 4 | -3 | 1
O=[N+]([O-])c1ccc(N/N=C/c2ccccc2O)cc1 | -3 | -13 | 5.9 | 9 | -8 | 8 | -10 | 3 | -19

As a working copy, some entries already given.
SMILES | M1 PAM | CHRM5 PAM | CRFBP-R2 agonist | CHRM5 antagonist | M4 PAM | CHRM4 agonist | CHRM4 antagonist | CHRM5 agonist | CRFR2-BP antag
COc1cc(C(c2nnnn2C2CCCC2)N2CCN(C)CC2)cc(OC)c1OC (configuration not stated) | 3 | -2 | 0.5 | -14 | 0 | 0 | 0 | -4 | -15
COc1ccc2nc(N(Cc3ccccc3)C(=O)CCNC(C)=O)sc2c1 | 3 | 1 | 0.8 | 1 | -6 | 0 | 6 | -2 | 5
